PKA-R1A act = PKA-R1A complex activation. activation, % at 11.4 µM. AID 504707. P00514+P68181. 0.083% of 340,000 active. PKA-R1A dissociation, Cy5-IP20 fluorescence polarization; scaled: DMSO 0%, 113 µM cGMP 100%;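 active = percent activation above the mean of all tested compounds plus 3 SD, cut at about 19% in these data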;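 also: higher means more PKAc released from R1A so a rise in polarization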
HTR5A ag ctr = HTR5A agonism, opioid heterodimer counter-screen. AID 504692. 0.61% of 340,000 active. HTR5A agonist assay, luminescence, cell-based. P47898. activation, % at 9.3 µM; in the data active = activation mostly above about 9.5%, no sharp cut-off; inactive = mostly below about 7.6%;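 also: 0% = cells with vehicle only and 100% = reference agonist; strong numbers were not always called active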
Target sequence (P47898 whole entry, looked up): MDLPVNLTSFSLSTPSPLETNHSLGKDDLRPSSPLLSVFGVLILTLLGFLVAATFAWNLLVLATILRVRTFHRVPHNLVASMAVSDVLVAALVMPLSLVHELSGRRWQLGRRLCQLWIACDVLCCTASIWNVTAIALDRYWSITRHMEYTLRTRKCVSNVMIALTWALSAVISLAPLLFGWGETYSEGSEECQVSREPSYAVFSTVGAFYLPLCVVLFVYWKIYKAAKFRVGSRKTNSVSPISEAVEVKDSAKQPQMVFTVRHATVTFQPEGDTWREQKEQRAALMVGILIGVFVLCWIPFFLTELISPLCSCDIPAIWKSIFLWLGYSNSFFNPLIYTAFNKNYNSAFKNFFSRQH
AddAB inh = less growth of phage-infected E. coli with AddAB. E. coli expressing H. pylori AddAB, absorbance growth. inhibition, % at 11.9 µM. 0.29% of 330,000 active. AID 435030; in the data active = inhibition above about 12%;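 also: 0% = vehicle wells of infected cells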
PfHsp90 set2 = growth inhibition of yeast expressing Plasmodium Hsp90 | S. cerevisiae expressing PfHsp90, BacTiter-Glo ATP, 48 h; yeast lacking PDR1 and PDR3 efflux regulators | inhibition, % at 9.4 µM | AID 504621 | 0.32% of 310,000 active;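 active = every replicate shows inhibition above about 80%, whatever the replicate mean, limit read from the data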;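 also: 0% = DMSO neutral controls and 100% = 20 µM radicicol positive controls; yeast relying on Plasmodium falciparum Hsp90 in place of its own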
DSG3 Ab inh = blocks pemphigus antibody binding to human desmoglein-3 | DSG3-coupled beads, scFv-anti-DSG3-GFP binding, flow cytometry; hits give low values | AID 588358 | binding (percent of control), % at 10 µM | 0.48% of 310,000 active | P32926;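 active = binding more than 3 SD below its plate's average and above zero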;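 also: hits lower antibody fragment binding to DSG3; some compounds called inactive have numbers as strong as hits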
phage Ecoli inh = E. coli growth loss with phage present; growth absorbance; inhibition, % at 11.9 µM; 0.26% of 360,000 active; in the data active = inhibition above about 11%
Ecoli viability = counter-screen for AddAB inhibitors: E. coli growth inhibition; 0.27% of 330,000 active; E. coli V3065 growth, OD600 absorbance, 18 h; inhibition, % at 11.9 µM;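 active = inhibition above the campaign's mean inhibition across all tested compounds plus 3 SD, cut at about 9.9% in these data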;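 also: uninfected addAB+ strain grown without phage in ampicillin broth; 0% = DMSO wells and 100% = ciprofloxacin 0.95 µg/ml wells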
MOR-DOR inv ag = inverse agonist of human OPRM1-OPRD1 heterodimerization; P35372+P41143; cell-based MOR-DOR heterodimer luminescence, inverse agonism; inhibition, % at 9.3 µM; 0.21% of 340,000 active; AID 504357; in the data active = inhibition above about 22%, passing the limit was not always enough;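 also: 0% = cells with DMSO and 100% = wells without cells with DMSO; values of inactives mirror those of a sister screen read the other way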
OPRM1-OPRD1 ag = OPRM1-OPRD1 heterodimerization agonism; P35372+P41143; cells, luminescence; activation, % at 9.3 µM; 0.3% of 340,000 active; AID 504326; in the data active = activation above about 18%;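 also: 0% = vehicle-treated cells and 100% = reference agonist; values of inactives mirror those of a sister screen read the other way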
Mot1-301 SUMO = blocks SUMOylation pathway, rescuing yeast Mot1-301 growth. S. cerevisiae Mot1-301 growth rescue, ATP luminescence, 38.5C; percent above DMSO median, 100 means doubled. 1% of 320,000 active. AID 2716. growth rescue, % at 18.8 µM;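 active = every valid replicate shows activation above 250% relative to neutral control wells; inactive = the rest, any valid replicate at or below 250%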;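 also: OY570 slx delta 5 strain wells were the positive control but not used for scaling; some compounds called inactive have numbers as strong as hits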
HTR5A inv ctr = counter-screen for OPRM1-OPRD1 inverse agonists: human HTR5A inverse agonism; HTR5A cell line, luminescence; inhibition, % at 9.3 µM; 0.083% of 340,000 active; in the data active = inhibition mostly above about 23%, no sharp cut-off; inactive = mostly below about 18%;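 also: 0% = cells with DMSO and 100% = no-cell wells with DMSO; some compounds called inactive have numbers as strong as hits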
* = called active by the depositor; / = no result given.

SMILES	PKA-R1A act	HTR5A ag ctr	AddAB inh	PfHsp90 set2	DSG3 Ab inh	phage Ecoli inh	Ecoli viability	MOR-DOR inv ag	OPRM1-OPRD1 ag	Mot1-301 SUMO	HTR5A inv ctr
CCOC(=O)c1[nH]c(C)c(C(=O)N2CCN(c3ccc(F)cc3)CC2)c1C	-7	2	1.0	-31	104	2.6	0.2	7	-1.3	0	-6
O=C(NCc1ccccc1CN1CCCC1)C1CCN(S(=O)(=O)c2ccc(F)c(F)c2)CC1	6	6	-0.1	9	104	8.2	-1.6	13	-3.2	-6	6
CN(C(=O)n1cnc2ccccc21)c1ccccc1	-4	8	-0.1	-7	/	0.1	-2.5	2	-0.5	-2	22
CCc1ccc(OCC(=O)Nc2nnc(-c3ccco3)s2)cc1	0	-3	4.2	-5	97	-1.1	-2.0	4	-0.8	-7	11
CCC/S(C)=N/S(=O)(=O)c1ccc(C)cc1 (stereo not given)	-9	7	3.9	13	93	1.6	-1.2	10	-2.0	8	-2
COc1cccc(/C=N/NC(=O)C(C)n2nnc3ccccc32)c1 (stereo not given)	-6	1	0.3	-20	97	1.5	-0.4	-1	0.1	1	6
CCOc1ccc(N(CC(=O)NCCSCc2ccc(C)cc2)S(C)(=O)=O)cc1	-1	3	-0.5	5	99	3.1	0.8	11	-2.2	13	-10
Cc1cnc(C)c(N2CCN(Cc3nc(-c4cccc(F)c4F)oc3C)CC2)n1	-1	-1	7.1	-18	103	0.8	-3.0	14	-2.7	-6	9
COc1cc(OC)c2cc[nH]c2c1	1	-2	3.5	12	108	2.2	2.5	-6	1.1	172	0
O=C(COc1ccccc1)N1CCN(c2ccc([N+](=O)[O-])c(N3CCCCC3)c2)CC1	5	-1	3.4	-32	104	2.0	-0.9	-23	3.9	5	6

Overlap with the part before: 3 compounds; new compounds follow.
SMILES	PKA-R1A act	HTR5A ag ctr	AddAB inh	PfHsp90 set2	DSG3 Ab inh	phage Ecoli inh	Ecoli viability	MOR-DOR inv ag	OPRM1-OPRD1 ag	Mot1-301 SUMO	HTR5A inv ctr
Cc1cnc(C)c(N2CCN(Cc3nc(-c4cccc(F)c4F)oc3C)CC2)n1	-1	-1	7.1	-18	103	0.8	-3.0	14	-2.7	-6	9
COc1cc(OC)c2cc[nH]c2c1	1	-2	3.5	12	108	2.2	2.5	-6	1.1	172	0
O=C(COc1ccccc1)N1CCN(c2ccc([N+](=O)[O-])c(N3CCCCC3)c2)CC1	5	-1	3.4	-32	104	2.0	-0.9	-23	3.9	5	6
COc1cccc2c(C)cc(N3CCCCCC3)nc12	4	-1	3.6	-5	113	4.1	-0.3	-6	1.2	-1	5
CC(=O)OCC1OC(n2ncc(=O)n(Cc3ccccc3)c2=O)C(OC(C)=O)C1OC(C)=O (stereo not given)	-9	2	1.8	9	97	2.9	-0.2	16	-3.1	3	-5
CCn1c(C)c(C)c2cc(C(=O)NCCCN3CCOCC3)ccc21	-1	0	1.4	16	110	2.2	-1.2	-1	0.2	2	-14
COc1ccc(OCC(=O)N2c3ccccc3CC2C)c([N+](=O)[O-])c1 (stereo not given)	-18	1	-0.8	-14	112	4.4	0.9	4	-0.8	-15	-2
CSc1ccc(/C=N/Nc2ccc(Cl)c(C(=O)O)c2)cc1	1	1	1.5	-18	106	2.9	2.6	13	-2.8	63	-1
CN(Cc1ccccc1)C(=S)NC(=O)c1ccc(-c2ccccc2)cc1	1	12	-2.9	1	101	-0.2	-1.3	-6	1.1	6	-23
Cc1c(C(=O)NN2CCN(C)CC2)cccc1[N+](=O)[O-]	-4	5	1.1	5	100	1.3	1.9	5	-0.8	-23	-13
CN(C(=O)c1cc([N+](=O)[O-])ccc1N1CCCC1)C1CCCCC1	2	-4	0.1	-3	115	2.8	1.9	20	-3.6	-8	-15
O=C(CCn1nc(-c2ccc(Cl)cc2)ccc1=O)NCc1ccccn1	-6	0	2.8	18	102	0.6	1.7	2	-0.3	-1	0
CN(C)c1ccc(NC(=O)CN2CCN(S(=O)(=O)c3cc(Cl)ccc3Cl)CC2)cc1	5	-2	0.6	13	100	1.5	0.2	9	-2.2	3	4
CC(=O)c1c(C)[nH]c(C(=O)NCCc2c[nH]c3ccccc23)c1C	-5	4	-1.4	24	112	-0.1	0.6	4	-0.6	82	-24
O=C(NC1CCCCC1)Sc1ccc(Cl)cc1	-4	1	-2.3	-17	104	0.7	-1.9	-16	3.1	-12	-50
N#CC(c1ccc(O)cc1)N1CCCCC1 (stereo not given)	-4	2	-1.0	10	108	4.5	-0.2	10	-2.1	441	10
CCOCCCNC(=O)Cc1ccc(Br)cc1	5	0	1.9	10	93	3.0	0.0	16	-3.1	0	-1
O=C(COC(=O)/C=C/c1ccccc1Cl)NC(=O)NCc1ccccc1	2	0	1.4	-9	104	1.1	-1.9	-7	1.8	48	9
Cc1nnc(SCC(=O)N2c3ccccc3Sc3ccccc32)n1N	1	4	2.3	-9	103	2.3	1.1	9	-1.5	12	3
COc1cc(OC)c(OC)cc1CN1CCN(Cc2cccc(F)c2)CC1	1	0	4.3	26	102	-0.6	0.3	6	-1.4	13	1
CC(=O)c1cccc(NS(=O)(=O)N(C)C)c1	-10	4	3.5	4	/	0.4	1.3	10	-2.1	18	-17
Cc1cc(Nc2ccccc2)n(CCC#N)n1	-10	-7	0.3	-2	101	2.5	0.8	7	-1.2	-28	-13
COc1cc(C(=O)N(Cc2cccnc2)Cc2cc3cc4c(cc3[nH]c2=O)OCCO4)cc(OC)c1OC	-3	1	-0.6	13	105	0.3	-2.2	7	-1.3	-17	22
CC(C)(C)OC(=O)[C@H](CCCCN)NC(=O)c1nc[nH]c1C(=O)N[C@@H](CCCCN)C(=O)OC(C)(C)C	9	2	3.2	/	107	-1.8	0.1	13	-2.3	-4	-8
Cc1ccc(C2C=C(c3ccccc3OC(F)F)Nc3ncnn32)cc1 (stereo not given)	0	-3	-2.8	-3	109	3.5	-1.7	21	-3.7	-15	3
O=C1N=c2ccccc2=C1c1c(O)[nH]c2c(C(F)(F)F)cccc12	-11	-2	1.8	10	99	2.1	0.0	10	-2.2	3	6
COc1cc(OC)c(C(=O)Nc2cccc(C(C)=O)c2)cc1OC	7	-2	0.2	-24	109	3.0	-1.4	9	-1.9	3	2
CCCn1c(N)c(N(CCOC)C(=O)c2ccc(S(=O)(=O)N3CCOCC3)cc2)c(=O)[nH]c1=O	9	-1	/	14	101	2.9	/	9	-2.4	/	7
CS(=O)(=O)N(CC(=O)N1CCCC1)c1ccccc1F	-3	2	-3.3	14	88	1.2	0.6	8	-1.7	-5	-8
O=C(NCc1ccccc1Cl)c1csc2c1CCCCC2	-6	6	4.3	71	/	2.3	1.4	-12	1.9	/	-9
CC1CN(CC(=O)Nc2ccc(Br)cn2)CC(C)O1 (stereo not given)	-3	2	2.8	-4	120	1.9	-1.4	7	-1.4	90	-6
O=C(c1cc(Sc2ccc(Cl)cc2)nc2ccccc12)N1CCN(c2ccccn2)CC1	-13	4	4.3	-39	/	-0.5	-1.5	-3	0.6	-10	10
CC1(C)CC(=O)C2=C(C1)OC1=C(C2)C(=O)CC(C)(C)C1	-13	1	1.4	1	88	2.0	-2.1	14	-2.0	-9	-2
O=C(NCCOCCOCCNC(=O)c1ccccc1)c1ccccc1	15	2	3.0	12	84	0.9	-1.7	14	-2.7	-1	15
CC1(C)CC2CC(C)(CN2S(=O)(=O)c2cccc(C(=O)OCC(N)=O)c2)C1 (stereo not given)	-6	0	2.8	-34	103	1.1	-0.5	-20	3.0	2	-20
Nc1nc(NC(=O)C(Cl)(Cl)Cl)nn1-c1ccccc1	15	1	0.2	-20	98	4.1	0.0	22	-4.1	-18	-14
COc1cccc(NC(=O)COC(=O)CCS(=O)(=O)c2ccc(C)cc2)c1	-9	-1	0.7	12	97	0.9	0.2	8	-1.4	17	2
O=C(NCc1cccnc1)c1cn(CCc2ccccc2)nn1	5	-3	0.5	6	113	1.9	0.8	8	-1.4	2	-20
Cn1c(SCC(=O)NCc2ccc3c(c2)OCO3)nnc1-c1c[nH]c2ccccc12	-6	0	1.4	5	/	/	-0.2	-3	0.5	-14	-18
CC(=O)Nc1ccc(-c2csc(-c3cccnc3)n2)cc1	-4	-5	-0.2	-3	97	-1.9	-2.2	3	-0.5	-35	18
O=C1CCc2cc(S(=O)(=O)N3CCC(C(=O)NCc4ccccn4)CC3)ccc2N1	-7	10	4.0	-37	116	3.5	-2.3	3	-0.6	456	-31
COc1ccc(-c2nc(C)sc2CC(=O)O)cc1OC	-13	-1	0.2	-49	99	5.4	-1.3	9	-1.8	2	3
COc1ccc(-c2cc(=O)oc3cc(OC(C)C(=O)Nc4ccc(CN5CCOCC5)cc4)ccc23)cc1 (stereo not given)	-3	-3	-2.6	-19	106	3.0	-1.5	13	-2.5	67	9
CCCC(=O)NC(c1ccccc1OC)c1ccc2cccnc2c1O (stereo not given)	-3	-2	34*	-39	99	/	31*	10	-2.0	-15	6
Cc1cc(S(=O)(=O)NCCc2ccccc2)c(C)s1	-20	1	-0.9	-17	92	0.9	-1.2	-2	0.4	-11	2
CC(C)N(Cc1ccccc1)C(=O)c1ccc2c(c1)OCO2	7	1	1.0	-7	116	1.2	-1.4	16	-2.8	12	5
Cc1ccc(-c2csc(C(C#N)=C(O)CN3CCN(C(=O)c4ccco4)CC3)n2)cc1	-8	2	/	5	88	1.0	/	9	-1.7	/	-6
CCn1c(=O)c2ccccc2n2c(SCC(=O)N3CCCc4ccccc43)nnc12	7	-3	1.3	32	/	0.2	-0.3	11	-1.9	-15	-20
O=C1Nc2ccccc2CCc2ccccc21	-12	0	0.9	-6	/	2.5	-0.8	9	-2.3	-14	0
CCn1cc(/C=N\NC(=O)c2c[nH]c3ccccc23)c(C)n1	5	5	2.9	-23	102	3.7	-0.5	-1	0.1	-17	-17
Cc1ccccc1N(CC(=O)N1CCOCC1)S(C)(=O)=O	-6	3	2.6	-8	123	1.1	1.2	9	-1.7	6	-10
Cc1c(C(=O)Nc2ccc(Cl)cc2)c2ccccn2c1C(=O)c1ccccc1	-6	-5	0.6	1	95	2.2	-0.9	13	-2.4	1	0
O=C(c1cccc(C(F)(F)F)c1)C1CCCN(C(=O)CCc2cnccn2)C1 (stereo not given)	1	0	3.2	-16	96	3.2	-0.3	8	-1.5	358	0

The list continues.
SMILES	PKA-R1A act	HTR5A ag ctr	AddAB inh	PfHsp90 set2	DSG3 Ab inh	phage Ecoli inh	Ecoli viability	MOR-DOR inv ag	OPRM1-OPRD1 ag	Mot1-301 SUMO	HTR5A inv ctr
NC(=O)COC(=O)C(Cc1ccccc1)NS(=O)(=O)c1ccccc1F (stereo not given)	-4	2	3.4	66	/	3.3	1.9	1	-0.1	4	-7
O=C(Nc1ccc(Oc2ccc(Cl)cc2)c(Cl)c1)c1cc(I)cc(I)c1O	-3	4	1.6	-6	101	1.2	4.1	8	-1.4	5	8
CC1CN(C(=O)c2cc(-c3ccncc3)nc3ccccc23)CC(C)O1 (stereo not given)	1	3	0.4	-4	/	0.1	-0.2	1	-0.1	-4	-9
Cn1c(N)c(C(=O)COC(=O)CCCc2nc3ccccc3s2)c(=O)n(C)c1=O	-20	-7	-0.9	-1	95	0.5	1.6	-1	0.3	3	18
